Assay outcomes (PubChem)
SUMO HTRF inh = SUMOylation inhibition. HTRF SUMOylation assay, SAE1/SAE2 + UBC9, in vitro. hit rate 0.36% among 290,000. inhibition, % at 35 µM. AID 2006; in the data active means inhibition above about 50%, passing the limit was not always enough; further: strong numbers were not always called active
Target sequence (P63279 whole entry, looked up): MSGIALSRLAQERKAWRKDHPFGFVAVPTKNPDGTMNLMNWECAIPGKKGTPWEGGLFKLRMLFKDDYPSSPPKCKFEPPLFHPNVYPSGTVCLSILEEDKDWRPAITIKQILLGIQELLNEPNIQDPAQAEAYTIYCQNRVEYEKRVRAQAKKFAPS
MEKK2 WT-MEK5 = raises or lowers MEK5 binding to wildtype human MEKK2 PB1 domain | bead flow cytometry, Alexa488-MEK5 binding to MEKK2 WT; actives lie on both sides | binding response (% of control), % at 10 µM | hit rate 1.1% among 290,000 | AID 1531; in the data active means binding response below about 67% or above about 130%
NALP1 inh = inhibitors of NALP1 inflammasome in yeast; hit rate 0.61% among 280,000; inhibition, % at 10 µM; S. cerevisiae NALP1/ASC/caspase-1 growth, X-gal OD620, 72 h; in the data active means inhibition mostly above about 24%, no sharp cut-off; inactive means mostly below about 32%; further: some compounds called inactive have numbers as strong as hits
PfM18AAP inh = blocks P. falciparum M18 aspartyl aminopeptidase. recombinant PfM18AAP, H-Glu-NHMec fluorogenic cleavage. inhibition, % at 7.35 µM. hit rate 1.2% among 290,000;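 active means inhibition above the campaign mean inhibition over all tested compounds plus 3 SD, cut at about 28% in these data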;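 further: 0% = plate median of test compound wells and 100% = 2 mM ZnCl2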
IDE cell activ = IDE (human) activation, cell-based; AID 493087; HEK cells, FAbeta-B cleavage, fluorescence polarization; 0% vehicle, 100% cell-free pure enzyme wells; hit rate 0.073% among 340,000; activation, % at 5.96 µM;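 active means activation above the mean of all tested compounds plus 3 SD, set per screening campaign, cut at about 17% in these data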
MEKK2mut PB1 HTS = signal of MEK5 binding to mutant human MEKK2 PB1 domain | bead flow cytometry, Alexa488-MEK5 binding to MEKK2 mutant | percent response, % at 10 µM | hit rate 0.35% among 290,000; in the data active means percent response above about 24%, passing the limit was not always enough; further: inactives centre near 1; some results filed as inactive read as strong as hits; reference of the scale not given here
p-CIP stab down = compounds decreasing mouse p/CIP protein stability; Q05BA5; F442A p/CIP-EGFP cells, EGFP fluorescence, 16 h; decrease of EGFP signal, % at 10 µM; hit rate 0.01% among 290,000; AID 1984;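 active means EGFP signal decrease of at least 30% at 10 µM or well 3 SD below plate mean, unless failing retest; inactive means the rest, including hits failing retest or dose response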; further: some compounds called inactive have numbers as strong as hits; many of its hits are not listed in these tables
MEKK3 PB1 HTS = MEKK3-MEK5 PB1 interaction, increase or decrease | hit rate 1.4% among 290,000 | AID 1529 | Q99759 | bead-based flow cytometry, Alexa488-MEK5 binding to MEKK3; actives lie on both sides; 0 = blocked by unlabeled MEK5, 100 = vehicle | binding response (% of control), % at 10 µM;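 active means binding response more than 3 SD above or below the average of its plate-row segment, actives on both sides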;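 further: Alexa488 bead fluorescence after subtracting the streptavidin-only scavenger bead signal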
Target sequence (Q99759 whole entry, looked up): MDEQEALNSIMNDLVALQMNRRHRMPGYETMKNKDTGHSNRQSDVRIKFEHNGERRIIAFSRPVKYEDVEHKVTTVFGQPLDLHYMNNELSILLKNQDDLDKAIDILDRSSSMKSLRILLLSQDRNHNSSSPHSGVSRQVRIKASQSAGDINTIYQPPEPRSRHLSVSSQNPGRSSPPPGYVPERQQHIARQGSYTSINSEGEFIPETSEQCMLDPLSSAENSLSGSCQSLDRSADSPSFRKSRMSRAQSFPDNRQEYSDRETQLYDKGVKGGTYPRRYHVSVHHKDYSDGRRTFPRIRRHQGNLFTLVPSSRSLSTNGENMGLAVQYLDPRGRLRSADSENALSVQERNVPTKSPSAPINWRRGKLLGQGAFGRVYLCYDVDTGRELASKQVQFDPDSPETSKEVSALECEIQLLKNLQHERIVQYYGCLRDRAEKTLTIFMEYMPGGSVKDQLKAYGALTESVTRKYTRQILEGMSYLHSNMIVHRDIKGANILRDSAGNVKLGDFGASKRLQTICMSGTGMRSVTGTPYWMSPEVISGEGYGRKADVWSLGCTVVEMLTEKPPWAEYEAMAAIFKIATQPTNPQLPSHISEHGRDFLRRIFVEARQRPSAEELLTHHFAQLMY
IDE inh = cellular human IDE inhibition | P14735 | HEK cells, FAbetaB cleavage, fluorescence polarization | inhibition, % at 5.59 µM | hit rate 0.41% among 320,000 | AID 434962;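 active means percent inhibition above the average of all tested compounds plus 3 SD, set per screening campaign, cut at about 16% in these data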;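 further: IDE supplied by intact live HEK cells; FP after avidin binding of uncleaved biotin substrate so inhibition keeps polarization high; 0% = DMSO wells and 100% = 60 µM reference IDE inhibitor Ii1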
* hit, by the source's call; . = no result given. Some of the compounds tested, so the mix of outcomes need not match the whole.

SUMO HTRF inh	MEKK2 WT-MEK5	NALP1 inh	PfM18AAP inh	IDE cell activ	MEKK2mut PB1 HTS	p-CIP stab down	MEKK3 PB1 HTS	IDE inh	SMILES
2	108	-22	10	5	6	-22	103	-5	COc1cccc(/C=N/NC(=O)C(=O)N2CCCCCC2)c1O
-2	105	-1	-6	1	3	-6	100	4	Cc1c(C(=O)CN2CCSCC2)c2ccccc2n1C
18	96	14	5	1	-2	-22	96	-2	CSc1nc(N)nc(SC2C=CCCC2)c1C#N (stereo not given)
21	110	5	-2	-1	5	-9	103	-1	CC(C)n1cc(CN2CCC(n3nccc3NC(=O)Cc3ccccc3)CC2)cn1
-10	100	9	2	-1	-4	0	101	5	COCCn1c(SCC(=O)NCc2ccc3c(c2)OCO3)nnc1C(C)C
13	97	-2	-1	3	0	-12	101	5	Cc1ccc(C(=O)N/C(=C\c2cccs2)C(=O)NCCCN2CCOCC2)cc1
8	102	2	5	4	5	-7	99	0	Cc1csc(NC(=O)CSc2ncnc3ccccc23)n1
22	92	12	0	12	0	-6	95	-3	O=C(O)c1cccc(NS(=O)(=O)c2ccc3c(c2)C(=O)c2ccccc2C3=O)c1
15	93	0	2	3	-6	2	98	-3	O=c1c2ccccc2nnn1CSc1nnc(-c2cccs2)n1Cc1ccccc1
-22	108	9	9	-4	10	-18	101	4	COc1ccc(C(=O)NNC(=S)NC(=O)c2ccccc2)cc1
26	91	22	2	-2	-11	-6	94	2	O=C(Nc1nc2ccccc2[nH]1)c1ccc(Cl)c([N+](=O)[O-])c1
17	99	-5	7	2	-10	-6	97	-3	Cc1cc(CNC(=O)CC2C(=O)NCCN2Cc2ccc(-c3ccccc3)cc2)nn1C (stereo not given)
24	100	6	5	-3	6	-5	102	-1	Cc1c(C(=O)O)[nH]c2c1C(=O)CC(c1ccc(C(C)(C)C)cc1)C2 (stereo not given)
17	124	0	0	5	26	-9	112	-2	COc1ccc(C(=O)Nc2ccc(C(=O)OCC(=O)c3cccc4ccccc34)cc2)cc1
-17	107	26	2	0	17	8	107	0	COc1ccc(C)cc1S(=O)(=O)NC1CCCCC1C (stereo not given)

Compounds listed so far containing an NH in an aromatic ring:
SUMO HTRF inh	MEKK2 WT-MEK5	NALP1 inh	PfM18AAP inh	IDE cell activ	MEKK2mut PB1 HTS	p-CIP stab down	MEKK3 PB1 HTS	IDE inh	SMILES
26	91	22	2	-2	-11	-6	94	2	O=C(Nc1nc2ccccc2[nH]1)c1ccc(Cl)c([N+](=O)[O-])c1
24	100	6	5	-3	6	-5	102	-1	Cc1c(C(=O)O)[nH]c2c1C(=O)CC(c1ccc(C(C)(C)C)cc1)C2 (stereo not given)

The listing continues.
SUMO HTRF inh	MEKK2 WT-MEK5	NALP1 inh	PfM18AAP inh	IDE cell activ	MEKK2mut PB1 HTS	p-CIP stab down	MEKK3 PB1 HTS	IDE inh	SMILES
9	105	14	0	0	6	0	102	1	Cc1cccc(OCC(=O)Nc2ccccc2N2CCN(C)CC2)c1
-9	100	-11	9	10	-4	-2	101	1	C=C(C)COc1ccc(-c2[nH]ncc2-c2ccccc2OC)c(O)c1
10	100	10	8	3	-1	-6	99	8	COC(=O)C(O)(NC(=O)OCc1ccccc1)C(F)(F)F (stereo not given)
-3	112	10	-2	1	5	-10	104	0	CC(C)c1nnc(NC(=O)CCC(=O)N2CCN(c3ccccc3F)CC2)s1
28	112	4	30*	-2	14	-12	112	5	NNc1nc2c(-c3ccc(F)cc3)nnn2c2ccccc12
-14	107	6	-4	6	3	7	113	0	COC(=O)COc1ccc(C(=O)OC)cc1
9	101	-2	6	-5	-5	-8	97	10	CC12CCC(C(=O)N/N=C/c3ccc(O)cc3O)(OC1=O)C2(C)C (stereo not given)
12	92	28	2	5	-7	-10	93	4	CCCS(=O)(=O)N1CCC(C(=O)c2cccc(C(F)(F)F)c2)CC1
1	107	14	-16	1	13	-3	109	2	COC(=O)Cn1c(=N)n(CCN2CCCCC2)c2ccccc21
-20	109	-9	-9	-2	9	-16	106	-5	CCN(CCCNS(=O)(=O)c1ccc2c(c1)CCN2C(C)=O)c1cccc(C)c1
25	104	8	3	1	1	-10	102	1	CCSc1nnc(NC(=O)Cc2ccccc2OC)s1
-2	101	10	3	1	4	-11	101	-2	CCn1nc(C)cc1C(=O)N1CCCC(N2CCN(c3ccccc3OC)CC2)C1 (stereo not given)
19	101	15	3	4	6	-17	106	-1	C=CCNC(=O)/C(C#N)=C/c1c(N2CCN(c3cccc(Cl)c3)CC2)nc2c(C)cccn2c1=O
16	109	20	0	-4	10	-14	106	4	CCCSc1nc2c(c(=O)[nH]c(=O)n2C)n1Cc1ccccc1
11	93	-6	3	-1	-2	11	98	0	Cc1ccc(C)c2nc(Cl)c(C3NC(=O)c4ccccc4N3)cc12 (stereo not given)

Of the compounds above, these have a COOH group.
SUMO HTRF inh	MEKK2 WT-MEK5	NALP1 inh	PfM18AAP inh	IDE cell activ	MEKK2mut PB1 HTS	p-CIP stab down	MEKK3 PB1 HTS	IDE inh	SMILES
22	92	12	0	12	0	-6	95	-3	O=C(O)c1cccc(NS(=O)(=O)c2ccc3c(c2)C(=O)c2ccccc2C3=O)c1
24	100	6	5	-3	6	-5	102	-1	Cc1c(C(=O)O)[nH]c2c1C(=O)CC(c1ccc(C(C)(C)C)cc1)C2 (stereo not given)

Later entries:
SUMO HTRF inh	MEKK2 WT-MEK5	NALP1 inh	PfM18AAP inh	IDE cell activ	MEKK2mut PB1 HTS	p-CIP stab down	MEKK3 PB1 HTS	IDE inh	SMILES
13	94	16	-7	-2	16	-2	103	-3	Nc1ccc(C(=O)OCC(=O)N2CCOCC2)cc1[N+](=O)[O-]
12	93	9	-3	.	-14	-7	89	0	Cc1ccccc1S(=O)(=O)NCc1ccc(N2CCN(C)CC2)cc1
12	104	1	-1	-1	4	0	101	5	Cc1ccccc1SC1CCN(C(=O)C2CCC(=O)N(C3CC3)C2)CC1 (stereo not given)
14	107	29*	6	6	-1	5	121	4	C=CCOC(=O)C1=C(C)Nc2[nH]c(=O)[nH]c(=O)c2C1c1ccccc1 (stereo not given)
15	105	11	-15	9	10	-3	104	4	C[C@@H](C(=O)Nc1ccc2c(c1)OCCO2)n1c(=O)[nH]c2ccccc2c1=O
24	109	27	2	3	4	-8	106	8	Cn1c(=O)cc(OCCCC(=O)NCc2ccco2)c2ccccc21
8	103	38*	-2	8	8	-5	100	0	COc1ccc(/C=N\NC(=O)COc2ccc(C(C)(C)C)cc2)cc1Cn1nc(C)cc1C
7	106	-33	2	-3	9	-1	109	-3	COc1ccc(-c2ccnc(SCC(=O)N3CCOCC3)n2)cc1
2	102	25	-9	2	-2	-8	101	-4	CCOc1ccc(/C=N/NC(=O)c2c(C)n(C)c3ccc(OC)cc23)cc1
21	103	10	10	4	5	-16	101	0	CCOC(=O)CSc1nnc(N)s1
0	105	-1	-13	6	9	-8	105	3	Cc1cc(=O)[nH]c(SCc2cc(=O)n3nc(C)sc3n2)n1
26	93	25	-13	4	-4	-6	94	2	CCCS(=O)(=O)Nc1cccc(-c2nc3cccnc3s2)c1
30	94	-7	6	2	-4	-3	101	12	O=C(O)c1ccc2c(c1)C(=O)N(c1ccc(/C=C/C(=O)c3ccccc3)cc1)C2=O
13	85	18	2	0	-15	6	80	1	CCCCC(O)(CCCC)C(=O)N/N=C(\C)c1ccc(Cl)cc1
16	101	-16	12	3	-2	-10	96	-1	O=C(CNC(=O)c1ccncc1)N/N=C/c1ccc(O)cc1O
21	111	7	2	6	3	-20	112	1	CCOc1ccccc1Oc1c(C)oc2cc(OC(=O)N3CCOCC3)ccc2c1=O
8	75	-9	8	-2	-6	-5	88	10	CCOC(=O)c1cc(-c2ccc(/C=C3/C(=O)NC(=O)C(C#N)=C3C)o2)ccc1Cl
2	99	0	-11	0	4	-4	106	1	COc1ccc(-n2nnc3c(=O)n(Cc4cc(C)ccc4C)cnc32)cc1
18	95	27	6	1	-1	2	93	-5	CC(C)(C)OC(=O)N/N=C/c1c[nH]c2ccccc12
2	100	26	-2	3	-1	-6	98	3	O=C1/C(=C/c2ccccc2)N=C(N2CCOCC2)N1c1cccc(Cl)c1
2	95	-12	-1	1	-4	-6	102	8	CCCN(C(=O)CSc1nnnn1C)C1CCS(=O)(=O)C1 (stereo not given)
17	94	20	-17	0	-2	-7	100	2	Cc1ccc(NS(=O)(=O)c2cccs2)c(C)c1
-2	97	-16	-1	1	-1	3	94	-2	O=C(C1COc2ccccc2O1)N1CCn2c(nc3ccccc32)C1 (stereo not given)
26	97	40	-3	7	-3	2	98	2	Cc1nn(C)c(=O)n1-c1ccc(Oc2ccccc2)cc1
5	100	7	4	2	1	-12	100	9	O=C1CCCC(O)=C1C1C2=C(CCCC2=O)Oc2ccccc21 (stereo not given)
9	98	-55	.	2	1	-7	74	2	O=C(NCCc1cccs1)C1CC(c2ccccc2F)=NO1 (stereo not given)
14	105	4	1	-2	2	-25	104	7	N#CC1=C(C2CC2)CC(c2ccccc2)C(C#N)=C1N (stereo not given)
-19	153*	11	5	0	-4	3	109	-14	COc1ccc(C(CNC(=O)c2oc3ccc(Br)cc3c2C)N2CCCCC2)cc1 (stereo not given)
36	103	.	7	-5	2	-10	99	10	COC(=O)c1c(N2C(=O)CC(Sc3ncccc3C(=O)O)C2=O)sc(C)c1C (stereo not given)
30	99	-4	4	8	1	-2	100	3	CCOC(=O)C1CCCN(c2nc3ccccc3nc2C(C#N)C(=O)OCC)C1 (stereo not given)
-2	100	3	-19	2	0	-2	99	-1	NC(=O)COC(=O)CNC(=O)c1sc2ccccc2c1Cl
8	116	-22	-6	5	4	-7	104	9	COc1ccc(C(CNC(=S)NCc2ccccc2)N2CCCC2)cc1 (stereo not given)
1	100	-8	2	-3	3	-2	100	2	N#Cc1cc(C#N)c(N2CCN(c3ccccn3)CC2)nc1N
6	103	5	0	7	6	-7	107	-2	CCn1ccnc1C(O)c1ccccc1OC (stereo not given)
16	100	21	-12	-7	0	-12	103	1	C=CCn1c2ccccc2c2nn(C)c(=S)nc21
.	100	-4	3	5	9	-12	102	8	COc1ccccc1CCNC(=O)C(=O)NCC1OCCN1S(=O)(=O)c1ccc([N+](=O)[O-])cc1 (stereo not given)
-5	98	0	.	2	0	-17	108	6	CCOc1ncccc1C(=O)Nc1ccccc1C(=O)NCc1ccc2c(c1)OCO2
14	97	-18	-12	1	-5	-7	94	8	Cc1nc(N2CCOCC2)sc1C=O
19	168*	8	1	-3	25*	-6	106	-5	CN1CCN(CCCNCc2cn(CCC#N)c3ccccc23)CC1
-2	101	-1	-1	1	-6	-7	100	0	COc1cc2c(cc1OC)C(c1ccc(SC)cc1)CC(=O)N2 (stereo not given)
1	111	-57	11	-3	10	6	106	2	CCNC(=S)N(CCN(CC)CC)Cc1cc2cc3c(cc2[nH]c1=O)OCO3
0	87	18	6	6	-21	7	96	6	COC(=O)C1C(c2ccc(OC)cc2)C(C(=O)OC)S(=O)(=O)C(CCN2CCCCC2)S1(=O)=O (stereo not given)
2	97	-2	-3	1	-2	9	93	2	COCc1cc(Sc2ccc(OC)cc2)nc(-c2ccccc2)n1
10	102	14	0	0	-4	14	102	6	CCN(CC)S(=O)(=O)c1cccc(NC2=NCC(C)S2)c1 (stereo not given)
-12	102	-11	24	1	0	15	102	3	Nc1cc(=O)[nH]c(SCC(=O)NNC(=O)Cc2ccccc2)n1
-4	98	-3	27	1	-1	-9	101	-3	COCCCN(C(=S)Nc1c(C)cc(C)cc1C)C(C)c1ccccn1 (stereo not given)
13	118	-13	1	1	4	-2	116	1	CCn1c(=O)cc(OCC(=O)O)c2ccccc21
